# Source: PubChem BioAssay
# D2 PAM: positively modulates the human D2 dopamine receptor allosterically | P14416 | HEK293 T-REx D2, calcium flux, EC20 dopamine potentiation | potentiation, % at 10 µM | 340,000 compounds, 0.34% hits | AID 485347;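 active = potentiation over 3 SD above the plate norm, cut at about 30% in these data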; note: 0% is about no effect
# Target sequence (P14416 whole entry, looked up): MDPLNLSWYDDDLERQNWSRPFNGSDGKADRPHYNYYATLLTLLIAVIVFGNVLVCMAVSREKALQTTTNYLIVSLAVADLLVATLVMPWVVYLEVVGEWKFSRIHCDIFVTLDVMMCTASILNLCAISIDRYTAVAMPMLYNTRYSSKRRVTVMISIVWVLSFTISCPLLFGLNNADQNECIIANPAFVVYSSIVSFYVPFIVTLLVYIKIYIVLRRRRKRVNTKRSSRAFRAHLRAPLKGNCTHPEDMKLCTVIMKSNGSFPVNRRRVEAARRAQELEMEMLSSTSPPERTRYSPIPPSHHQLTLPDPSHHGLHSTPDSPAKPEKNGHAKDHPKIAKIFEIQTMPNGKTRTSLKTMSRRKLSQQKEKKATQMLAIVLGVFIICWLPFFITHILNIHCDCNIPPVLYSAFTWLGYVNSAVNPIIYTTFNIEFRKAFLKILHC
#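 Tetracycline-induced Hek293 Trex D2 cells, force-coupled to calcium, loaded with no-wash calcium dye. Compound added with 180 s kinetic read for agonism, then EC20 dopamine and a further 180 s read for potentiation.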
# D1 antagonist: antagonists of human D1 dopamine receptor; AID 504652; HEK293 TREx D1 cells, calcium flux, dopamine EC80; hits give low values; 360,000 compounds, 3.2% hits; P21728; activity change, negative = inhibition, % at 10 µM; in the data active = activity change below about -30%; note: % is set by controls: 0 for no effect and ±100 for the full control effect
# Target sequence (P21728 whole entry, looked up): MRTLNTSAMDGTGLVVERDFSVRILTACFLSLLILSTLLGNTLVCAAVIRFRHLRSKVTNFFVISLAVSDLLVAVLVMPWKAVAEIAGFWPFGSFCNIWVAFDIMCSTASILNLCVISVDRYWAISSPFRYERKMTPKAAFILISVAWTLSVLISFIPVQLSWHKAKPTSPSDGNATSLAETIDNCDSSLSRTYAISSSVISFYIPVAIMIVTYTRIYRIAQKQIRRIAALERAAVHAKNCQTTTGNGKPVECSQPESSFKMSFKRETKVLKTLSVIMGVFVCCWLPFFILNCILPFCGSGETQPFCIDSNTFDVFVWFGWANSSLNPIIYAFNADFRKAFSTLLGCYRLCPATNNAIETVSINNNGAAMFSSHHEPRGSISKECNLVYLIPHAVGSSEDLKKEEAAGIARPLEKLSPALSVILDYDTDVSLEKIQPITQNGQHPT
#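 Tetracycline-induced HEK293 Trex D1 cells, force-coupled to calcium, dye-loaded; compounds added and read 180 s, then EC80 dopamine added and calcium flux tracked kinetically another 180 s.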
# RXFP1 antag: blocks the human relaxin receptor RXFP1. HEK293-RXFP1, relaxin-stimulated cAMP HTRF, 30 min; hits give low values. activity change, negative = inhibition, % at 57.5 µM. 350,000 compounds, 0.59% hits. AID 1259400;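 active = activity change of -60% or lower, but not beyond a set lower limit; inconclusive = change between -60% and -40%, or beyond the set limit; inactive = change above -40%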; note: % is set by controls: 0 for no effect and ±100 for the full control effect
# TRHR PAM: allosteric enhancers of human TRH receptor; P34981; TRHR cells, fluo-8 calcium fluorescence, EC20 TRH enhancement; enhancement, % at 2 µM; 360,000 compounds, 0.66% hits; in the data active = enhancement above about 30%; note: 0% is about no effect
#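 Enhancer read-out: after compound pinning and an initial kinetic agonist-mode read, an EC20 of TRH (10 nM final) was injected and fluo-8 calcium signal (Ex 480/Em 530) followed at 1 s/cycle for 100 cycles in TRHR-expressing cells.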
# D1 agonist: agonists of human D1 dopamine receptor; HEK293 T-REx D1 cells, calcium flux, agonist mode; activation, % at 2 µM; 360,000 compounds, 1% hits; AID 504660; in the data active = activation above about 30%; note: 0% is about no effect
#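 Agonism was scored from calcium flux recorded over 180 s (1 read/s) after pintool compound addition, following a 10-cycle baseline. Cells were inducible force-coupled HEK293 TREx D1, plated overnight at 30 C and loaded with no-wash calcium dye.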
# D2 agonist: D2 dopamine receptor (human) agonism; activation, % at 2 µM; P14416; HEK293 T-REx D2 cells, calcium flux agonist mode; 340,000 compounds, 0.53% hits;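 active = activation over 3 SD above normal in the single-dose calcium agonist read, cut at about 30% in these data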; note: 0% is about no effect
#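 Tetracycline-induced HEK293 Trex cells with D2 receptor force-coupled to calcium signaling, plated overnight at 30 C and loaded with no-wash calcium dye. Calcium flux read kinetically for 180 s after compound addition; responses flag agonists.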
# RXFP1 agonist: RXFP1 (human) receptor agonism; Q9HBX9; HEK293T-RXFP1 cAMP TR-FRET, 30 min; response scale: percent of porcine relaxin response, buffer zero; Potency, µM (titrated, usually from 57.5 µM), inactives show at the top dose activation, hits mostly activators; 370,000 compounds, 0.3% hits; AID 2676; active = well fitted activation curve with a large enough effect; inconclusive = small, poorly fitted or top-dose-only effect; note: potency is the fitted concentration of half-maximal effect; % is set by controls: 0 for no effect and ±100 for the full control effect; nearly all actives have a fitted effect of over 60% in size; many of its hits are not listed in these tables
#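 HEK293 cells stably expressing RXFP1, treated 30 min at 37C with compounds plus PDE4 inhibitor Ro 20174; cAMP measured by HTRF TR-FRET. Normalized to buffer and 29 nM porcine relaxin; EC50 by Hill fit.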
# D1 PAM: human D1 dopamine receptor positive modulation. HEK293 TREx D1 cells, calcium flux, dopamine EC20 potentiation. P21728. potentiation, % at 10 µM. 360,000 compounds, 0.036% hits; in the data active = potentiation above about 30%; note: 0% is about no effect
# D2 antag: antagonizes the human D2 dopamine receptor; P14416; HEK293 TREx D2 cells, calcium flux, dopamine EC80; inhibition, % at 10 µM; 340,000 compounds, 2% hits; AID 485344; in the data active = inhibition above about 30%; note: 0% is about no effect
#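 Inhibition of EC80 dopamine-driven calcium flux, recorded kinetically, defines activity here; cells are a tetracycline-induced HEK293 T-REx line expressing force-coupled D2.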
# * hit, by the source's call; ? = inconclusive; . = no result given; & = joins results of further samples. Not all compounds are listed; rates above refer to the full screens.
SMILES,D2 PAM,D1 antagonist,RXFP1 antag,TRHR PAM,D1 agonist,D2 agonist,RXFP1 agonist,D1 PAM,D2 antag
CSCc1cc(N2CCCC2)nc(-c2ccccc2)n1,5.3,11.1,-17.6,-4.4,2.2,1.8,1.7%,5.2,6.1
COCC(=O)N(CCc1ccc(OC)cc1)Cc1nc2ccccc2c(=O)[nH]1,.,4.5,0.3,-1.3,2.0,.,-0.2%,2.6,.
CCCC(=O)Nc1ccc(C(=O)Nc2nnc(COC)s2)cc1,4.8,-5.4,5.2,-0.4,1.1,0.6,0.7%,0.1,-13.4
O=C(CN(C(=O)CCC(=O)Nc1nccs1)c1ccccc1F)NCC1CCCO1 (stereo not drawn),1.1,5.0,1.1,2.1,2.4,-0.3,0.6%,-4.8,-0.7
COc1ccc(S(=O)(=O)N2CCOCC2)cc1NC(=O)c1c(-c2ccccc2)noc1C,4.2,21.4,2.4,4.8,1.1,-0.4,0.3%,-2.8,8.7
C/C(CC(=O)Nc1ccc2c(c1)OCCO2)=N\NC(=O)c1ccccn1,-1.9,2.9,-3.5,5.3,3.4,-0.7,-1.6%,-2.4,3.9
COc1ccc(C)cc1S(=O)(=O)N(CC(=O)O)c1ccc(C)cc1,.,12.9,-7.8,12.4,2.3,.,1.6%,-5.4,.
CN(CCOc1ccccc1)S(=O)(=O)c1ccccc1C#N,-3.9,-3.3,9.8,-8.9,1.5,-0.3,1.0%,-2.4,-11.0
O=C(Cn1c(COc2ccccc2)nc2ccccc21)Nc1cc(Cl)cc(Cl)c1,4.2,12.3,-18.0,-4.0,6.2,-0.5,5.5%,-7.8,-18.0
CCCN1CCN(CCCNC(=O)C2CCCN(c3nnc(-n4cccc4)s3)C2)CC1 (stereo not drawn),2.0,-3.3,-5.5,-11.9,1.3,0.2,0.7%,-1.2,22.9
CC12CN(NC(=O)c3ccc(Cl)cc3)C3(C#N)CC1CCC23C (stereo not drawn),2.4,5.8,-6.5,1.1,3.9,-0.2,-0.9%,1.6,1.1
CCOC(=O)C1CCCN(C2CCN(Cc3nc(Cc4ccccc4)no3)CC2)C1 (stereo not drawn),-15.8,23.2,-3.5,-2.4,1.6,22.4,-0.1%,-3.2,34.2*
CCOC(=O)CNC(=O)C1COc2ccccc2O1 (stereo not drawn),-5.0,8.5,3.3,-2.7,1.5,-0.9,-1.7%,-1.9,-7.8
COc1ccc(-c2noc(CCCC(=O)NCCc3ccccc3)n2)cc1OC,4.3,-14.2,-2.3,-7.3,10.2,-0.1,-0.6%,-6.2,3.0
Cc1ccc(C(C(=O)NC(C)(C)C)N(CC2CCCO2)C(=O)CCC(=O)Nc2ccccn2)cc1 (stereo not drawn),-12.6,7.9,2.3,-4.2,1.0,0.6,0.0%,-6.0,1.3

# Six successive entries from above, for reference:
SMILES,D2 PAM,D1 antagonist,RXFP1 antag,TRHR PAM,D1 agonist,D2 agonist,RXFP1 agonist,D1 PAM,D2 antag
COc1ccc(C)cc1S(=O)(=O)N(CC(=O)O)c1ccc(C)cc1,.,12.9,-7.8,12.4,2.3,.,1.6%,-5.4,.
CN(CCOc1ccccc1)S(=O)(=O)c1ccccc1C#N,-3.9,-3.3,9.8,-8.9,1.5,-0.3,1.0%,-2.4,-11.0
O=C(Cn1c(COc2ccccc2)nc2ccccc21)Nc1cc(Cl)cc(Cl)c1,4.2,12.3,-18.0,-4.0,6.2,-0.5,5.5%,-7.8,-18.0
CCCN1CCN(CCCNC(=O)C2CCCN(c3nnc(-n4cccc4)s3)C2)CC1 (stereo not drawn),2.0,-3.3,-5.5,-11.9,1.3,0.2,0.7%,-1.2,22.9
CC12CN(NC(=O)c3ccc(Cl)cc3)C3(C#N)CC1CCC23C (stereo not drawn),2.4,5.8,-6.5,1.1,3.9,-0.2,-0.9%,1.6,1.1
CCOC(=O)C1CCCN(C2CCN(Cc3nc(Cc4ccccc4)no3)CC2)C1 (stereo not drawn),-15.8,23.2,-3.5,-2.4,1.6,22.4,-0.1%,-3.2,34.2*

# The list goes on:
SMILES,D2 PAM,D1 antagonist,RXFP1 antag,TRHR PAM,D1 agonist,D2 agonist,RXFP1 agonist,D1 PAM,D2 antag
O=C(NCCc1c[nH]c2ccccc12)c1ccco1,6.3,-9.7,.,-2.4,5.8,0.9,0.9%,-0.8,-5.8
Cc1ccc(NC(=O)C2CCN(S(=O)(=O)c3c(C)n[nH]c3C)CC2)nc1,3.5,12.8,0.5,9.9,0.8,-0.5,-3.6%,-7.0,3.5
O=C(Cc1ccccc1)c1nc2ccccc2s1,-4.1,-8.1,.,5.3,1.6,0.6,1.2%,-3.6,4.0
Cc1cc(C)c2c(=O)n(CC(=O)Nc3cccc(Cl)c3C)sc2n1,18.3,-3.4,-18.6,-12.8,37.4*,12.4,-1.2%,-6.6,-17.5
CC(C)C[C@@H](CO)N1CCN(Cc2ccccc2)CCC1=O,0.8,-0.6,.,-0.9,2.1,.,-0.1%,-0.1,.
CN(C)C(=O)NC1c2ccccc2-c2ccccc21,17.4,-5.0,2.5,-1.0,3.7,-1.5,-0.7%,1.3,4.0
Cc1cc(=O)[nH]c(-n2ncc(C#N)c2N)n1,7.6,2.4,-2.5,-2.6,0.3,4.7,2.0%,-1.5,7.7
Fc1ccc(-n2c(-c3ccc4c(c3)OCO4)n[nH]c2=S)cc1Cl,-4.1,-8.3,-24.6,13.3,0.2,0.3,4.4%,0.8,-0.1
COc1ccc(Cl)cc1NC(=O)N1CCN(CCc2ccccc2)CC1,-22.1,3.4,14.6,-4.3,7.3,0.1,-1.5%,1.4,9.4
Cc1cc(C)n(C(=O)c2ccc(Cn3nc(C)c(Br)c3C)o2)n1,-5.4,-1.6,-6.6,0.0,4.6,0.4,0.7%,-5.0,-5.4
O=C(c1ccc2c(=O)n(CCc3ccccc3)c(=O)[nH]c2c1)N1CCN(c2ccc(Cl)cc2)CC1,5.2,5.8,.,2.2,-0.9,0.1,-2.5%,-1.1,.
CCCN1Cc2cccc(C(=O)NCc3cccs3)c2C1=O,9.6,2.9,8.7,3.6,0.7,-1.0,2.2%,-3.5,5.5
COc1cc(NC(=O)c2ccccc2)c(OC)cc1Cl,18.8,2.5,-12.7,0.3,-1.3,0.7,0.2%,-2.1,0.8
Cc1ccc(NC(=O)c2cc(S(=O)(=O)N3CCCCC3)cs2)cc1,-19.9,-3.8,-14.3,-9.1,4.2,-0.6,1.0%,-0.3,4.3
CC(C)N(Cc1nc(-c2ccc(Cl)cc2)no1)C(=O)C(c1ccccc1)c1ccccc1,-4.8,-3.3,-11.4,-8.3,7.8,-1.1,0.0%,1.1,5.2
Cc1nc(SCC(=O)NCc2ccc3c(c2)OCO3)c(C#N)c2c1CCCC2,-4.9,-11.0,-0.4,0.7,1.9,0.4,0.8%,-6.1,-1.3
CC1CC(C)CN(C(=O)CSc2ccsc2[N+](=O)[O-])C1 (stereo not drawn),-1.2,-3.1,26.2,0.4,0.7,0.4,1.5%,-2.3,-3.9
O=C(NNS(=O)(=O)c1ccccc1F)c1cc(-c2ccccc2)n[nH]1,-6.7,0.6,-13.1,-2.6,5.6,-1.5,3.2%,8.9,6.9
COc1ccc(CNS(=O)(=O)c2csc(C(N)=O)c2)cc1OC,-2.0&4.0,0.7&5.6,6.6,20.9&-2.5,2.9&0.9,0.4&0.4,0.5%&-0.3%,1.2&-4.1,1.8
Cc1onc(-c2c(Cl)cccc2Cl)c1C(=O)NCc1cccs1,-6.8,-1.4,2.4,-0.3,8.6,-0.5,-4.2%,-0.5,4.4
COc1ccc2c(c1)sc1ncc(C(=O)NCc3cccc(C)c3)c(=O)n12,-0.4,0.3,-15.5,20.4,0.0,-0.3,0.0%,-2.4,.
O=C(CN1C(=O)COc2ccc(S(=O)(=O)N3CCOCC3)cc21)Nc1ccc(F)c(Cl)c1,-1.3,1.4,-1.1,4.6,1.8,0.2,1.0%,-5.8,.
Cc1ccc(NC(=S)N(CCCN2CCCC(C)C2)Cc2ccco2)cc1C (stereo not drawn),-23.6,-2.7,3.6,3.9,6.1,.,1.8%,-12.8,45.7*
CSc1ccc(-c2nc(CN3CCCCC3c3cccnc3)c(C)o2)cc1 (stereo not drawn),3.2,7.2,-20.1,-4.0,1.9,0.5,-0.3%,6.4,-0.9
COc1ccc(C2C(C(=O)c3cccs3)=C(O)C(=O)N2c2nncs2)cc1 (stereo not drawn),4.9,-21.2,-8.7,2.6,67.4*,23.0,18.1%,-3.5,5.7
O=S(=O)(/N=C(/Nc1cc(N2CCOCC2)ncn1)c1ccc(F)cc1)c1ccccc1,4.6,-5.5,-5.4&0.9,-0.2,1.4,.,1.4%,-4.1,.
CCc1ccc(OCC(=O)Nc2c(C(=O)c3ccccc3)oc3ccccc23)cc1,-4.0,13.6,4.3,2.6,7.1,-0.4,?,-2.6,.
Clc1ccc(C2CSc3c4ncnc-4ncn32)cc1 (stereo not drawn),8.8,4.0,-17.5,14.9,8.5,0.7,22.1%,0.5,2.8
C#CCn1c(=NC(=O)CN2C(=O)CCC2=O)sc2cccc(OC)c21,-4.1,11.5,-2.0,5.2,1.2,0.0,5.2%,-10.4,18.3
Cc1ccc(C)c(OCCn2c(C3CC(=O)N(Cc4ccc(F)cc4)C3)nc3ccccc32)c1 (stereo not drawn),1.7,0.0,.,-5.1,-0.6,0.7,-1.0%,-2.6,.
Fc1ccc(Oc2nc(-c3ccccc3)nnc2C(F)(F)F)cc1,-17.3,-9.8,-3.2,-3.0,0.2,-1.8,-2.1%,6.2,-7.0
CC(C)(Cc1ccc(O)cc1)NC(=O)CC(=O)N/N=C/c1ccc([N+](=O)[O-])cc1,-3.2,-6.6,6.3,-0.5,2.1,1.2,1.1%,-2.1,-3.7
O=C(O)C1CC=C(Cl)CC1C(=O)NCc1ccccc1 (stereo not drawn),-2.8,8.5,3.5,4.1,2.8,0.7,1.2%,-3.4,12.5
Cc1cnc(CN2CCc3c([nH]c4ccccc34)C2CC(C)C)[nH]1 (stereo not drawn),-13.0,3.0,-8.8,-6.0,12.2,0.9,0.5%,1.1,11.5
COc1cccc(N(CC(=O)NCc2cccnc2)S(C)(=O)=O)c1,4.4,-3.8,-11.3,7.9,3.1,-1.4,1.3%,-6.5,-5.1
CSc1ccccc1C(=O)C1CCCN(S(=O)(=O)N(C)C)C1 (stereo not drawn),-0.5,9.8,4.7,2.6,1.4,-4.7,-1.5%,-2.3,-15.4
CSc1nc(C)cc(C)c1S(=O)(=O)c1ccccc1C,-6.2,-13.2,-5.2,-2.3,18.0,0.1,1.4%,-0.7,-0.3
CCc1nnc(NS(=O)(=O)c2ccc(N3C(=O)c4ccc(C(=O)O)cc4C3=O)cc2)s1,-1.0,-14.1,-4.6,2.3,-0.5,-0.3,6.1%,-0.1,-9.5
